Pf gamet viab – P. falciparum stage V gametocyte viability inhibition; P. falciparum stage V gametocytes, ATP luminescence, 24 h; inhibition, % at 10.9 µM; 150,000 compounds, 0.065% hits; AID 743093;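 active means inhibition above the mean plus 3 SD of compounds within the control limits, set per campaign, cut at about 38% in these data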;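 further: 0% = DMSO wells and 100% = medium only without gametocytes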
Rac1 wt GTP bind – alters GTP binding to wildtype human Rac1; P63000; AID 757; GST-Rac1 beads, fluorescent GTP binding, flow cytometry; actives lie on both sides; 0 = cold GTP competed, 100 = untreated; 190,000 compounds, 0.27% hits; GTP binding activity (% of control), % at 10 µM;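 active means GTP binding activity at least 20 points away from the 100% control level, either lower or higher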
Avidin fluor – avidin bead compound fluorescence profile | AID 1775 | Avidin beads, compound fluorescence 488/530 nm, flow cytometry; stronger effect = higher value | fluorescence (KMESF) at 10 µM | 220,000 compounds, 0.38% hits; in the data active means fluorescence above about 47; further: inactives centre near 10
Cdc42 wt – modulators (inhibitors or activators) of GTP binding to human Cdc42 wildtype; P60953; GST-Cdc42 beads, Bodipy-GTP binding, flow cytometry; actives lie on both sides; percent activity (GTP binding), % at 10 µM; 190,000 compounds, 0.2% hits;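 active means percent activity GTP binding at least 20 points away from the 100% baseline, either down as inhibitor or up as activator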;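 further: median bead fluorescence of bound Bodipy-FL-GTP at 100 nM; 0% = excess unlabeled GTP control and 100% = no compound control; below 100% means less GTP binding so inhibitor and above means activator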
Target sequence (P60953 whole entry, looked up): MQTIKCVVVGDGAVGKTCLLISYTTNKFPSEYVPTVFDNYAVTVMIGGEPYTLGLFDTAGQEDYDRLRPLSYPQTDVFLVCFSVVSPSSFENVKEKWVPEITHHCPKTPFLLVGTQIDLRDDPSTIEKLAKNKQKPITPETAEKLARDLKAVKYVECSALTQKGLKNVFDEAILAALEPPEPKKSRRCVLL
GSH fluor – GSH bead compound fluorescence profile. GSH beads flow cytometry, compound fluorescence 488/530 nm; stronger effect = higher value. 190,000 compounds, 0.25% hits. fluorescence (KMESF) at 10 µM; in the data active means fluorescence above about 89;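 further: glutathione beads carrying GST-tagged Bcl family fusion proteins plus one bare bead set; values are compound well signal with DMSO vehicle wells as background; inactives centre near 16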
HRas wt GTP – human HRas wildtype GTP binding, change in either direction; GST-Ras wt beads, Bodipy-FL-GTP binding, flow cytometry; actives lie on both sides; GTP binding activity, % at 10 µM; AID 759; 190,000 compounds, 0.14% hits; P01112;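 active means GTP binding activity at least 20% away from the 100% baseline, either lowered as inhibitor or raised as activator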;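 further: 0% = unlabeled GTP competition control and 100% = no-compound control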
Target sequence (P01112 whole entry, looked up): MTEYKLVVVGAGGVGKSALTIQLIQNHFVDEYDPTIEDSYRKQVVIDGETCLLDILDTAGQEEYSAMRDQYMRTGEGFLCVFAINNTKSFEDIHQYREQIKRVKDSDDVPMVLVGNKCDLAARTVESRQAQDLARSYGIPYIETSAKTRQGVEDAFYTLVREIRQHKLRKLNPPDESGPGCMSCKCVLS
Rac1 mut GTP – human Rac1 activated mutant GTP binding change; P63000; GST-Rac1 activated beads, fluorescent GTP binding, flow cytometry; actives lie on both sides; 100% means binding = to untreated wells; percent activity (GTP binding), % at 10 µM; 190,000 compounds, 0.11% hits; AID 764;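 active means GTP binding at least 20 percentage points away from the 100% baseline, in either direction, so actives lie on both sides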
Mcl1 Noxa PPI – disrupts binding of human Mcl-1 to Noxa peptide; Q07820; TR-FRET Mcl-1/Noxa peptide binding, 2 h; inhibition, % at 21.7 µM; 220,000 compounds, 1.5% hits; AID 1022;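 active means compounds that cut the protein-peptide binding signal by more than 50% relative to plate controls in a single-dose test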;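 further: His-tagged Mcl-1 with rhodamine Noxa BH3 peptide and terbium anti-His antibody; 0% = Mcl-1 plus Noxa peptide wells and 100% = peptide-only wells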
Target sequence (Q07820 whole entry, looked up): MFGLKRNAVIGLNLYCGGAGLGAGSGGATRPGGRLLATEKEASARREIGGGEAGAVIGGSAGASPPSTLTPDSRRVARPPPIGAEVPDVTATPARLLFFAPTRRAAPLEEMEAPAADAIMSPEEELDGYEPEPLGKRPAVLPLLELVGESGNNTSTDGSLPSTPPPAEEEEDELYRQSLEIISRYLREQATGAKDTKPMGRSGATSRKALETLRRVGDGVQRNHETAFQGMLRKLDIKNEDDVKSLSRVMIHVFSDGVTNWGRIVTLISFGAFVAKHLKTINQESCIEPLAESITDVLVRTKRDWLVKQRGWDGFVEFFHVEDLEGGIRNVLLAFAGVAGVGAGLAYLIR
Rab2A wt mod – changes GTP binding to wildtype dog Rab2A, up or down; GTP binding activity, % at 10 µM; GST-Rab2 wt beads, Bodipy-GTP binding, flow cytometry; 190,000 compounds, 0.19% hits; P61105; AID 760;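 active means GTP binding activity at least 20 points away from 100%, either lowered or raised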;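 further: 0% = beads with excess unlabeled GTP and 100% = no-compound control corrected for plate trend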
Rab7 wt modul – dog Rab7 wildtype GTP binding, inhibitors and activators. GST-Rab7 beads, fluorescent GTP binding, flow cytometry; actives lie on both sides; untreated = 100%, excess cold GTP = 0%. GTP binding activity (percent of control), % at 10 µM. 190,000 compounds, 0.055% hits;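 active means fluorescent GTP binding to Rab7 beads changed by at least 20 points from the 100% baseline, either direction, mostly lower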;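 further: median green fluorescence of bound Bodipy-FL-GTP per Rab7 bead population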
Mcl1 Bid PPI – disrupts binding of human Mcl-1 to Bid peptide | inhibition, % at 21.7 µM | 220,000 compounds, 0.97% hits | Q07820 | TR-FRET Mcl-1/Bid-Dy647 peptide binding, 1536-well | AID 1021;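 active means compounds that cut the binding signal by more than half at the single screening dose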;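 further: His-tagged Mcl-1 with europium anti-His antibody binding Bid BH3 peptide; 0% = Mcl-1 plus peptide wells and 100% = peptide-only wells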
Active calls of the source: *; . = not tested or not shown.

SMILES | Pf gamet viab | Rac1 wt GTP bind | Avidin fluor | Cdc42 wt | GSH fluor | HRas wt GTP | Rac1 mut GTP | Mcl1 Noxa PPI | Rab2A wt mod | Rab7 wt modul | Mcl1 Bid PPI
Clc1ccc(C2CC(c3ccccc3)Nc3ncnn32)cc1 (stereo not given) | . | 107 | 13 | 100 | 20 | 98 | 100 | 4 | 98 | 101 | -2
O=[N+]([O-])c1cccc(-c2n[nH]c(=S)n2Cc2ccccc2)c1 | . | 99 | 13 | 98 | 15 | 98 | 96 | 1 | 97 | 95 | -43
Cc1ccc(C2=C/C(=C/c3cccs3)C(=O)O2)cc1 | -10 | 105 | 12 | 104 | 16 | 101 | 101 | 2 | 101 | 99 | -6
Cn1cnnc1SCC(=O)Nc1cc(S(=O)(=O)N2CCCCCC2)ccc1Cl | -1 | 102 | 0 | 98 | 9 | 101 | 98 | 0 | 98 | 97 | -15
Cc1noc(C)c1C(=O)OCC(=O)N(C)C1CCS(=O)(=O)C1 (stereo not given) | . | 103 | 8 | 98 | 12 | 102 | 101 | 3 | 105 | 104 | -17
NCCc1c(-c2ccccc2)n(-c2ccccc2)c2ccccc12 | . | 101 | 9 | 97 | 13 | 99 | 96 | 12 | 99 | 103 | -27
CN(CC(=O)NCc1ccccn1)S(=O)(=O)c1ccc2ccccc2c1 | 28 | 98 | 16 | 96 | 11 | 96 | 94 | -9 | 98 | 98 | -8
COc1cc(CNCc2ccccc2)cc(Cl)c1OC | -38 | 99 | 13 | 101 | 15 | 98 | 94 | 5 | 95 | 96 | -15
O=C(CSc1nc2ccccc2[nH]1)c1c[nH]c2ccccc12 | -22 | 97 | 20 | 95 | 10 | 99 | 95 | 12 | 97 | 106 | -2
Cc1ccc(NC(=O)c2cc3c(s2)CCCC3)cc1 | 19 | 94 | 10 | 99 | 20 | 97 | 93 | -9 | 96 | 103 | -14
C/C(=N\Nc1nc(Cl)c(Cl)cc1Cl)c1ccc(S(=O)(=O)NCc2ccco2)cc1 | . | 106 | 13 | 102 | 5 | 102 | 103 | 14 | 99 | 103 | -11
O=C(Nc1ccc(Cl)cc1)Nc1cccnc1 | -11 | 103 | 12 | 97 | 33 | 98 | 99 | 6 | 99 | 98 | -27
COC(=O)c1ccc(/C=C/c2ccc3cccc(OC)c3n2)cc1 | 7 | 103 | 24 | 104 | 9 | 99 | 99 | 8 | 98 | 99 | 4
O=C1NC2=C(C(=O)c3ccccc32)C(c2ccccc2)N1 (stereo not given) | . | 104 | 13 | 99 | 32 | 99 | 97 | -14 | 99 | 102 | 3
Cc1cc(N)n(-c2cc(C)c3ccccc3n2)n1 | -8 | 96 | 26 | 93 | 35 | 93 | 95 | -6 | 90 | 92 | -42
O=C(CCCNS(=O)(=O)c1cccc2nsnc12)NCc1ccc(Cl)cc1 | . | 102 | 9 | 99 | 15 | 102 | 99 | -5 | 100 | 99 | -18
COCC1CCN(Cc2cn(-c3ccccc3F)nc2-c2cc(C)sc2C)CC1 | 21 | 95 | 9 | 91 | 52 | 95 | 95 | 8 | 95 | 93 | -10
O=C(CNC(=O)c1ccc(S(=O)(=O)N2CCCC2)cc1)N/N=C/c1ccc(Cl)cc1 | -2 | 103 | 14 | 100 | 10 | 99 | 96 | 7 | 98 | 99 | -19
CC(C)CCN1CCN(C2CSCCSC2)CC1CCO (stereo not given) | -6 | 99 | 12 | 94 | 15 | 97 | 95 | 18 | 95 | 99 | -56
COc1ccccc1NC(=O)CNc1ccc(F)c(Cl)c1 | 8 | 102 | 22 | 100 | 12 | 100 | 95 | -7 | 99 | 101 | 2
N#Cc1ccccc1NC(=O)CSc1nccn1CCc1ccccc1 | . | 108 | 9 | 105 | 8 | 98 | 101 | -3 | 99 | 96 | -10
CC(C)(C)C(=O)CCN1C(=O)C2(OCCO2)c2ccccc21 | -3 | 104 | 17 | 104 | 21 | 101 | 102 | -4 | 98 | 97 | -14
O=C(N/N=C/c1cc([N+](=O)[O-])ccc1O)C1CCCCC1 | 17 | 101 | 13 | 98 | 18 | 101 | 98 | -14 | 100 | 98 | -28
COC(=O)[C@@]1(Cc2ccc(F)cc2)[C@H]2c3cc(C(=O)N(C)C)n(C[C@H](O)CO)c3C[C@H]2CN1C(=O)c1ccccc1 | . | 105 | 10 | 100 | 19 | 102 | 99 | 2 | 100 | 102 | -19
NC(=O)C1(N2CCCCC2)CCN(C2CC(=O)N(Cc3cccs3)C2=O)CC1 (stereo not given) | 4 | 104 | 34 | 105 | 19 | 102 | 99 | 4 | 99 | 102 | -10
(continued)
SMILES | Pf gamet viab | Rac1 wt GTP bind | Avidin fluor | Cdc42 wt | GSH fluor | HRas wt GTP | Rac1 mut GTP | Mcl1 Noxa PPI | Rab2A wt mod | Rab7 wt modul | Mcl1 Bid PPI
O=C(NCc1ccncc1)C(=O)N/N=C/c1ccc(OCc2ccccc2)cc1 | -14 | 98 | 9 | 94 | 11 | 98 | 90 | -2 | 95 | 100 | 5
CCc1ccc(C(N)=S)cc1 | -30 | 100 | 10 | 97 | 27 | 98 | 96 | -9 | 96 | 96 | -62
O=C(CN1C(=O)COc2ccccc21)NCc1ccc(C(=O)O)cc1 | . | 97 | . | 101 | 11 | 102 | 98 | 10 | 100 | 101 | -11
COc1ccccc1C/C(N)=N/OC(=O)COc1cc(C)cc(C)c1C | . | 97 | 4 | 93 | 11 | 95 | 95 | -3 | 95 | 100 | -18
CCN(CC)C(=O)C1CCN(Cc2cccc(OCc3ccccc3)c2)CC1 | . | 103 | 27 | 100 | 18 | 100 | 101 | 36 | 100 | 100 | 40
COc1ccc(N2CCN(C(=O)c3cc(=O)[nH]c4ccccc34)CC2)cc1 | . | 95 | 8 | 93 | 11 | 95 | 96 | 10 | 99 | 95 | -23
S=C(NCc1ccco1)Nc1cc(Cl)c(Cl)cc1Cl | . | 101 | 3 | 101 | 10 | 99 | 98 | 37 | 97 | 98 | -27
COc1cc(/C=N/NC(=O)CCN2CCN(C(c3ccccc3)c3ccccc3)CC2)ccc1O | 4 | 102 | 10 | 99 | 19 | 98 | 99 | -5 | 98 | 99 | -26
N#C/C(=C\N1CCN(Cc2ccc3c(c2)OCO3)CC1)c1nc2ccccc2s1 | 3 | 106 | 39 | 103 | 31 | 104 | 101 | 1 | 105 | 104 | -1
CCSc1nnc(-c2ccncc2)o1 | -32 | 95 | 35 | 100 | 13 | 99 | 96 | 5 | 96 | 100 | -1
CC1=NNC(=O)/C1=C\c1cn(-c2ccccc2)nc1-c1ccccc1 | 0 | 92 | 10 | 88 | 11 | 91 | 90 | 4 | 91 | 90 | -8
O=C(NN1C(=O)C2C3CCC(O3)C2C1=O)c1ccc(Br)o1 (stereo not given) | -2 | 103 | 7 | 103 | 10 | 104 | 104 | 8 | 104 | 100 | -25
COc1ccc(S(=O)(=O)CC2(O)CCN(C(=O)CC(C)C)CC2)cc1 | -5 | 100 | 25 | 100 | 12 | 96 | 95 | 0 | 97 | 95 | -5
CC(C)N(Cc1nc(-c2ccccc2)no1)C(=O)CN(C)S(=O)(=O)c1ccccc1 | -11 | 102 | 5 | 101 | 26 | 101 | 99 | 1 | 102 | 102 | 8
C/C(CC(C)(C)C1CCCCC1)=N\NC(N)=S | . | 98 | 13 | 94 | 26 | 94 | 95 | 17 | 94 | 92 | -1
Cn1c(O)c(C(C#N)=C2N=c3ccccc3=N2)c2ccccc21 | -1 | 100 | 12 | 101 | 10 | 99 | 99 | 20 | 99 | 99 | 24
O=C(CCn1nc(-c2ccccc2)ccc1=O)N1CCCC1 | 7 | 97 | 4 | 99 | 37 | 98 | 95 | -6 | 98 | 98 | -16
COC(=O)c1ccc(NC(=O)CNS(=O)(=O)c2cccs2)cc1 | . | 95 | 11 | 96 | 31 | 98 | 95 | . | 95 | 97 | -13
COC(=O)C(/C=N/O)NC(=O)c1ccccc1 (stereo not given) | 6 | 102 | 25 | 99 | 12 | 98 | 96 | -10 | 98 | 97 | -44
CN(C)S(=O)(=O)c1ccc(N2CCCC2)c(C(=O)NCc2ccccc2)c1 | . | 98 | 20 | 98 | 24 | 98 | 100 | 16 | 95 | 96 | 1
COc1ccc(S(=O)(=O)N2CCOC2CNC(=O)C(=O)NCCc2c[nH]c3ccccc23)cc1C (stereo not given) | . | 101 | 2 | 102 | 16 | 97 | 97 | 6 | 97 | 96 | -14
O=C(NC1CCCC1)c1ccccc1-c1ccccc1 | 15 | 104 | 11 | 99 | 46 | 99 | 99 | 12 | 96 | 97 | 3
COc1ccc(CNC(=O)CN(c2ccccc2)S(=O)(=O)c2ccccc2[N+](=O)[O-])cc1 | 7 | 98 | 9 | 95 | 54 | 96 | 94 | 1 | 97 | 106 | -12
CN(CC(=O)O)S(=O)(=O)c1ccc2c(c1)n(C)c(=O)c(=O)n2C | 9 | 99 | 13 | 93 | 12 | 96 | 95 | 15 | 97 | 103 | -24
CCC(C)NCCC(=O)Nc1ccc(Cl)c(S(=O)(=O)Nc2ccc(Cl)cc2)c1 (stereo not given) | 4 | 98 | 27 | 96 | 58 | 97 | 94 | 29 | 99 | 103 | 7
Additional compounds.
SMILES | Pf gamet viab | Rac1 wt GTP bind | Avidin fluor | Cdc42 wt | GSH fluor | HRas wt GTP | Rac1 mut GTP | Mcl1 Noxa PPI | Rab2A wt mod | Rab7 wt modul | Mcl1 Bid PPI
CC(=O)C1=C(O)C(=O)N(c2ccc(S(N)(=O)=O)cc2)C1c1ccc([N+](=O)[O-])cc1 (stereo not given) | . | 102 | . | 103 | 13 | 103 | 97 | 19 | 105 | 107 | -23
COCCCNC(=S)Nc1ccc2nc3n(c(=O)c2c1)CCCCC3 | -7 | 98 | 9 | 96 | 17 | 97 | 94 | 13 | 95 | 95 | -17
O=C(CCN1CCOCC1)c1ccc2c(c1)OCCO2 | . | 101 | 4 | 97 | 16 | 100 | 98 | 4 | 98 | 95 | -6
CC1(C)Cc2c(sc(NC(=O)COc3ccccc3)c2C#N)C(C)(C)N1 | 10 | 101 | 13 | 98 | 28 | 95 | 97 | 2 | 97 | 93 | -20
Cc1ccc(NC(=O)C2CCN(S(=O)(=O)c3cccs3)CC2)cc1 | 23 | 96 | 20 | 97 | 8 | 97 | 94 | -10 | 95 | 99 | -14
CCn1c(SCC(=O)c2ccccc2)nnc1-c1cccnc1 | 2 | 101 | 10 | 98 | 9 | 98 | 98 | 11 | 97 | 97 | -7
O=c1[nH]c2cc3c(cc2cc1CN(Cc1cccnc1)C(=S)NCc1ccco1)OCO3 | 16 | 99 | 9 | 99 | 14 | 98 | 96 | 12 | 99 | 101 | -31
O=C(O)COc1ccc2oc3ccccc3c2c1 | 15 | 97 | 12 | 89 | 15 | 95 | 92 | 6 | 92 | 99 | 12
CCOC(=O)C1=C(CN2CCSCC2)NC(=O)NC1c1ccc2c(c1)OCO2 (stereo not given) | 16 | 102 | 10 | 101 | 24 | 103 | 97 | -8 | 101 | 106 | -36

Compound activity: PubChem BioAssay, several laboratories
